Assay outcomes: PubChem BioAssay, National Center for Advancing Translational Sciences (NCATS)
IL1B secr inh: inhibitors of inflammasome signaling (IL-1 beta secretion) | THP-1 LPS/ATP IL-1B secretion, AlphaLISA, 16 h; hits give low values | activity change, % at 57.5 µM | hit rate 4.7% among 360,000; in the data active = activity change below about -50%; inconclusive = mostly about -30% to -49%; note: % is set by controls: 0 for no effect and ±100 for the full control effect
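THP-1 cells pretreated 1 hr with compounds (up to 57.5 uM final), then stimulated with LPS (250 ng/mL final) plus ATP (1.25 mM final); secreted IL-1B measured by AlphaLISA after 16 hr, decreased signal indicating inhibition.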
ATXN viability: reduces viability in counter-screen for ATXN expression inhibitors; S2 cells (HEK-293 line with an ATXN2-luciferase reporter) viability, CellTiter-Fluor protease fluorescence, 24 h; Potency, µM (doses to about 56.7 µM), most hits filed as cytotoxic; hit rate 0.49% among 400,000; AID 651635; note: potency is the fitted concentration of half-maximal effect; nearly all actives have a fitted effect of over 40% in size
ATXN2 expr inh: inhibitors of ATXN2 expression; HEK-293 ATXN2-luciferase reporter, luminescence, 24 h; Potency, µM (top dose mostly 57 µM), for inactives: at the highest dose activity change, negative = inhibition, usual class: inhibitors; hit rate 0.72% among 360,000; AID 1745845; note: potency is the fitted concentration of half-maximal effect; % is set by controls: 0 for no effect and ±100 for the full control effect; nearly all actives have a fitted effect of over 55% in size
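qHTS (up to 57 uM final) was run with 24 h compound exposure of reporter cells at 37 °C. Each well was multiplexed: SteadyGlo luminescence measured ATXN2-luciferase expression after a fluorogenic Gly-Phe-AFC viability readout (25 uM final).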
KB-3-1 tox: kills parental KB-3-1 adenocarcinoma cells. KB-3-1 viability, CellTiter-Glo ATP luminescence, 72 h. Potency, µM (titrated, usually from 46.1 µM), without a hit: at the top dose activity change, negative = cytotoxic, hits mostly cytotoxic. hit rate 1.4% among 400,000; note: potency is the fitted concentration of half-maximal effect; % is set by controls: 0 for no effect and ±100 for the full control effect; nearly all actives have a fitted effect of over 60% in size
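Screening of KB-3-1 cells (DMEM, 10% FBS, phenol-red free) ran from lowest to highest compound concentration; after 72 h at 37 °C viability was read luminescently and curves fitted.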
HepG2 viability: HepG2 cytotoxicity, counter-screen for TGF-b inhibitors. HepG2 CAGA-GFP viability, ATP luminescence, 18 h. Potency, µM (series often up to 46.1 µM), without a hit: at the highest dose activity change, negative = cytotoxicity, actives largely listed as cytotoxic. hit rate 0.76% among 410,000. AID 588856; note: potency is the fitted concentration of half-maximal effect; some results filed as inactive show a strong effect at the top dose
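CellTiter-Glo luminescence gave cytotoxicity after 18 hours at 37 degrees C. The cells were HepG2 CAGA-GFP in 1% FBS DMEM, stimulated with 500 pg/mL TGF-beta after compound addition. %Activity was normalised to no-cell wells (complete cell-killing) and DMSO (no toxicity), and curves were fitted and classified.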
HT1080NT lethal: kills 2HG-producing HT-1080-NT fibrosarcoma cells; HT-1080-NT fibrosarcoma viability, CellTiter-Glo ATP luminescence, 48 h; Potency, µM (doses to about 46.1 µM), for inactives: top-dose activity, negative = less viability, usual class: cytotoxic; hit rate 1.6% among 360,000;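 note: NT is the 2HG producing partner of a matched IDH1 knockdown line; potency is the fitted concentration of half-maximal effect; 0% = DMSO-treated cells and -100% = media-only wells without cells; nearly all actives have a fitted effect of over 55% in size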
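HT-1080-NT fibrosarcoma cells (2HG-overproducing), 750 cells/well in RPMI with 5% FBS, dosed after 2 h and incubated 48 h at 37C. CellTiter-Glo luminescence normalized to DMSO and no-cell wells; concentration-response curves fitted and classed.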
HT1080 IDH1KD tx: kills HT-1080 cells with IDH1 knockdown; HT-1080 IDH1 knockdown viability, ATP luminescence, 48 h; Potency, µM (doses to about 46.1 µM), for the others: at the top dose activity, negative = toxicity, actives largely listed as cytotoxic; hit rate 2% among 360,000;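 note: potency is the fitted concentration of half-maximal effect; 0% = DMSO wells and -100% = cell-free medium wells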
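Assay cells: HT-1080 with IDH1 knockdown, 750 per well, RPMI/5% FBS. Exposure: 48 h at 37 °C following 2 h pre-incubation. Read: CellTiter-Glo luminescence; fitted concentration-response, curve class assigned.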
SW480 rerep: inducers of DNA re-replication in SW480 colon cancer cells; SW480 DNA re-replication, Hoechst DNA content imaging, 48 h; Potency, µM (highest dose often 46.1 µM), for the others: at the top dose re-replication activation, actives largely listed as activators; hit rate 1.8% among 340,000; AID 624297; note: potency is the fitted concentration of half-maximal effect; % of control where 0% means no effect; nearly all actives have a fitted effect of over 55% in size
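DNA re-replication was detected as more nuclei of elevated Hoechst intensity after 48 hr exposure to compound (23 nL pinned per well of 250 cells).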
MCF10A rerep: induces DNA re-replication in MCF 10a normal breast cells; Potency, µM (series often up to 46.1 µM), for inactives: at the top dose activity, positive = re-replication, most hits filed as activators; hit rate 2.9% among 350,000; MCF 10A DNA re-replication, Hoechst nuclear intensity, 48 h; note: potency is the fitted concentration of half-maximal effect; % of control where 0% means no effect; nearly all actives have a fitted effect of over 50% in size
* hit, by the source's call; i = inactive; ? = inconclusive; . = not tested or not shown; [ ] = another dose, or the depositor's remark. Unless noted, calls come from the whole dose curve; as a rule, active = well fitted curve in the direction sought with a large enough effect; inconclusive = small, poorly fitted or top-dose-only effect, or another doubt; inactive = no such curve, though single readings can be large; an effect the other way counts as inactive or inconclusive.

SMILES	IL1B secr inh	ATXN viability	ATXN2 expr inh	KB-3-1 tox	HepG2 viability	HT1080NT lethal	HT1080 IDH1KD tx	SW480 rerep	MCF10A rerep
CC(=O)OC(C(=O)Nc1nccs1)c1ccccc1 (configuration not stated)	8.5	i	3.3%	-0.5%	-1.2%	-6.5%	9.9%	-4.0%	?
CC1(C)CC(NC(=O)Cc2ccccc2)CC(C)(C)N1	-5.3	i	.	-1.8%	-13.5%	-1.7%	-0.3%	0.6%	6.1%
O=C(CN1CCN(c2ccccc2F)CC1)c1c[nH]c2ccc(F)cc12	-6.8	i	-1.6%	-3.2%	-32.8%	-0.6%	0.7%	17.3%	?
CSC1=C(C#N)C(CC(C)C)C(C(C)=O)=C(C)N1 (configuration not stated)	33.6	i	0.7%	2.7%	6.6%	0.5%	3.6%	-1.6%	?
CCn1c(CNc2ccc(OC)cc2)nnc1SCC(=O)N1CCCc2ccccc21	-0.7	i	?	4.3%	-13.7%	-7.0%	-2.2%	-3.6%	1.9%
CCOc1cccc(C(=O)Nc2ccc3[nH]ncc3c2)c1	-22.1	i	72.3%[activator]	3.8%	3.6%	4.9%	12.0%	-7.1%[9.22 µM]	-1.1%
CC(C)OC(=O)[C@H]1[C@H](c2ccc(Cl)cc2)[C@@](C#N)(C(N)=O)[C@@H]2C=CC(C(N)=O)=CN21	4.5	i	6.8%	5.5%	3.0%	7.8%	5.2%	1.3%	1.0%
O=C(/C=C/c1ccccc1)CC(O)(c1ccccc1)C(F)(F)C(F)F (configuration not stated)	-97.4*	?	?	9.8%	-84.2%	15.8µM*	12.6µM*	1.0%	-5.4%
COc1ccc(C(=O)NCc2nnc(SC)n2C2CCCCC2)cc1	-10.4	i	-5.0%	-1.4%	-3.0%	-0.3%	0.0%	-0.1%	0.4%
O=C1c2ccccc2C(=O)N1c1ncccn1	27.5	i	0.5%	-5.2%	4.3%	8.1%	10.3%	-20.0%	3.9%
O=C(CS(=O)(=O)Cc1ccccc1)Nc1nnc(C2CCCCC2)s1	-20.1	i	15.4%	-2.6%	6.8%	4.6%	-3.8%	0.4%	?
CC(=O)N/C(=C\c1ccccc1)C(=O)OCC(=O)N(C)C1CCS(=O)(=O)C1 (configuration not stated)	-1.5	i	1.9%	.	-1.5%	-5.2%	12.3%	1.3%	11.8%
CC(C(=O)Nc1ccccc1Cl)c1ccc([N+](=O)[O-])cc1 (configuration not stated)	15.5	i	-5.3%	-4.9%	1.5%	-1.6%	-2.2%	-4.4%	21.7%
Cc1ccc(C(=O)N(Cc2cccs2)C2CCS(=O)(=O)C2)cc1 (configuration not stated)	21.8	i	.	0.4%	-10.5%	-3.2%	0.0%	-4.4%	4.0%
Cc1cccc(C2=NNC(=O)C(c3ccc(Cl)cc3)C2)c1 (configuration not stated)	?	i	-16.1%	6.1%	28.5%	-3.4%	-8.0%	-0.3%	4.2%

Look-ups from the results shown:
HT1080 IDH1KD tx with `CC(=O)OC(C(=O)Nc1nccs1)c1ccccc1` (configuration not stated) : 9.9%
IL1B secr inh with `CC(C)OC(=O)[C@H]1[C@H](c2ccc(Cl)cc2)[C@@](C#N)(C(N)=O)[C@@H]2C=CC(C(N)=O)=CN21` : 4.5

(next part)
SMILES	IL1B secr inh	ATXN viability	ATXN2 expr inh	KB-3-1 tox	HepG2 viability	HT1080NT lethal	HT1080 IDH1KD tx	SW480 rerep	MCF10A rerep
Cc1ccc(S(=O)(=O)Nc2cccc3cccnc23)c([N+](=O)[O-])c1	-72.8*	?	10µM*	?	-27.0%	?	2.06µM*	18.4µM*	?
CCc1ccc(S(=O)(=O)NCC2(N3CCOCC3)CCCCC2)cc1	56.3	i	-6.1%	1.2%	-0.4%	-0.2%	-1.2%	-17.8%	11.8%
CNc1nc(-c2cccc(C(=O)N(C)C)c2)cn2ccnc12	0.0	i	12.0%	0.0%	-2.0%	?	14.6%	.	.
CCCCCC(=O)Nc1cccc(C2=NOC3(C2)C[C@H](C(N)=O)N(C(=O)c2ccccc2C(=O)c2ccccc2)C3)c1 (some centres not stated)	0.0	i	-23.8%	9.2%	-20.7%	-26.4%	-15.9%	-1.7%	17.4%
COc1ccccc1N(C)S(=O)(=O)c1ccc(Cl)c(C(=O)NCCCN2CCOCC2)c1	i	i	-3.7%	0.0%	-6.8%	0.5%	-5.1%	-12.0%	7.5%
Cn1nc(C(F)(F)F)c2cc(C(=O)O)sc21	10.7	i	2.0%	21.1%	6.8%	3.6%	6.0%	-4.5%	-0.2%
Cc1nn(Cc2ccc(C(=O)NN)o2)c(C)c1Cl	3.5	i	.	-6.5%	-3.1%	-6.3%	-0.7%	?	?
CCc1cccc(CC)c1NC(=O)C1CN(S(=O)(=O)c2ccccc2)CCN1S(=O)(=O)c1ccccc1 (configuration not stated)	-24.8	?	2.7%	-4.7%	-1.5%	5.7%	17.4%	2.9%	4.8%
O=C(NNC(=S)Nc1ccc(Cl)cc1)c1ccccc1OC(F)F	20.5	i	?	18.4µM*	-59.3%	?	?	?	17.3%
COc1cccc(/C=N/NC(=O)CN2CC(c3ccccc3)CC2=O)c1OC (configuration not stated)	-1.0	i	.	4.6%	9.7%	4.7%	11.1%	-16.1%	15.4%
Cc1ccc(N2CC(C(=O)Nc3ccc(Br)cc3)CC2=O)cc1 (configuration not stated)	.	i	1.0%	4.7%	-7.1%	.	.	.	.
COc1ccc(C(=O)N/C(=C\c2cc(OC)c(OC)cc2[N+](=O)[O-])C(=O)NCCO)cc1	58.3	i	-2.2%	1.7%	4.7%	2.3%	4.4%	1.7%	11.5%
Cc1ccc(C(NC(=O)c2ccccc2)C(Cl)(Cl)Cl)cc1 (configuration not stated)	14.1	i	-8.2%	-0.7%	-23.7%	-7.6%	-13.7%	25.3%	?
CN(CC1COc2ccccc2O1)C(=S)NC1CCCCC1 (configuration not stated)	?	i	4.2%	-16.1%	-26.8%	-6.6%	-11.7%	19.6%	18.7%
CCOc1ccccc1NC(=O)C(OC(=O)c1ccc(N(C)C)cc1)c1ccccc1 (configuration not stated)	17.1	i	3.4%	10.2%	-11.8%	12.1%	3.1%	-95.8%[inhibitor]	-7.3%
COc1ccc(N/C(C)=C/C(=O)c2ccccc2)cc1	-1.3	i	63.7%[activator]	-18.4%	0.0%	1.9%	4.1%	-11.0%	11.9%
COc1cccc(C(c2c(O)nc(SC)n(C)c2=O)c2c(O)nc(SC)n(C)c2=O)c1	-9.0	i	-1.3%	12.5%	1.4%	-0.5%	-2.3%	0.1%	3.1%
O=C(c1cc2cc(Br)ccc2o1)N1CCCCC1	-19.1	i	27.7%	-3.5%	-22.9%	4.4%	7.0%	-2.2%	-1.8%
Fc1cccc(Cl)c1Cn1nnc2c(-n3ccnc3)ncnc21	28.1	i	22.4%	?	-21.9%	0.2%	-1.3%	-5.4%[9.22 µM]	-2.8%
COC(=O)c1cc(C(=O)OCC(=O)Nc2ccccc2OC(F)F)cc([N+](=O)[O-])c1	5.2	i	-17.1%	26.5%	-4.0%	2.2%	0.4%	-8.2%	1.6%
O=C(O)c1ncc(-c2ccccc2)cn1	-0.3	i	5.8%	0.4%	-19.8%	12.1%	5.8%	12.2%	-6.7%
Cc1cc(C)cc(NS(=O)(=O)c2ccc(NC(=O)c3ccccc3C(=O)O)cc2)c1	0.0	i	1.2%	-1.6%	2.5%	1.7%	5.4%	-20.5%	?
Cc1cccc(OCCNC(=O)c2cc(-n3cnnc3)ccc2Cl)c1	-4.7	i	-4.5%	-4.8%	3.2%	-11.8%	-13.2%	?	-2.6%
CCCNC(=O)c1onc(CSc2ccc(F)cc2)c1C(=O)NCCC	-10.4	i	3.4%	-1.3%	-11.1%	-1.6%	-1.4%	?	?
Cc1noc(C)c1COC(=O)[C@@H](NC(=O)c1ccccc1)C(C)C	50.1	i	-19.2%	-8.1%	-2.6%	-11.4%	-3.9%	-22.1%	-15.1%
CN(CC(=O)Nc1ccc(Cl)c(C(F)(F)F)c1)C(=O)c1cc(-c2ccncc2)nc2ccccc12	-96.0*	?	?	?	24.5%	4.2%	6.7%	?	?
O=C(CCNC(=O)c1ccc(Cl)cc1)Nc1ccccc1Cl	-15.1	i	6.4%	4.0%	1.7%	?	24.0%	-1.5%	-5.1%
CCC(CC)c1nnc(NC(=O)C2=COCCO2)s1	-13.9	i	19.9%	10.8%	0.7%	28.4%	12.1%	-79.5%[inhibitor]	2.2%
CCc1ccccc1N(C(=O)Cn1nnc2ccccc21)C(C(=O)NCCOC)c1ccco1 (configuration not stated)	-10.1	i	-3.0%	11.1%	5.7%	11.0%	10.8%	2.8%	-1.4%
O=C(NCCc1ccc(Cl)cc1)c1ccc2c(c1)N(Cc1ccccc1)CCS2	.	i	0.4%	-8.5%	-17.3%	.	.	.	.
CCC1CSC(Nc2ccc(C(=O)/C=C/c3ccc(OC)c(OC)c3)cc2)=N1 (configuration not stated)	-93.5*	.	?	?	-13.1%	?	?	?	?
O=C(Cn1ccccc1=O)Nc1ccc(Cl)c(S(=O)(=O)N2CCCCC2)c1	23.2	i	.	?	-0.1%	-0.4%	-3.3%	-6.1%	-2.3%
COc1ccc(S(=O)(=O)N2CCC3(CC2)OCCN3S(=O)(=O)c2c(C)cc(C)cc2C)cc1	-4.9	i	-2.1%	-16.9%	-2.1%	-1.6%	-11.1%	3.7%	-1.9%
O=C(Nc1cccc(O)c1)c1ccccc1	-7.7	i	43.6%[activator]	1.9%	-2.7%	-0.6%	-5.5%	-0.8%	-6.0%
C=C(C)c1ccccc1NC(=O)CCN1C(=O)c2ccccc2S1(=O)=O	14.7	i	-3.6%	7.9%	-0.4%	2.0%	8.6%	-2.0%	1.9%
Cc1[nH]c(=O)[nH]c(=O)c1S(=O)(=O)N1CCCC(C(=O)NCCC2=CCCCC2)C1 (configuration not stated)	32.7	i	0.4%	11.3%	-10.2%	-5.4%	6.4%	-8.4%	-10.1%
